Screening data as filed in PubChem.
Insulin prom up: insulin promoter activators in MIN6 cells, imaging, high-content screening, mouse beta cells. 190,000 compounds, 0.3% hits. MIN6 insulin promoter-GFP reporter; active compounds read high. z-score at 5 µM;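 active = z-score above 3 at 5 µM with at least 500 cells counted in the well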
CSM14.1 death rescue: rescue of cells from ER stress-induced death, primary screen, 384-well, CSM14.1, thapsigargin, ATP luminescence (AID 1222); CSM14.1 thapsigargin-induced death rescue, ATP luminescence; higher % means a stronger effect; 190,000 tested, under 10 active; one-dose cellular ATP content (survival), % at 20 µM; EC50 in µM for titrated hits;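 active = EC50 below 50 µM in the dose-response confirmation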;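 also: death triggered by thapsigargin at about 15 µM added after 2 h compound pretreatment; cell ATP read after overnight thapsigargin exposure of roughly 18 to 22 hours; normalized against plate controls of thapsigargin alone and 5% DMSO vehicle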
MT stabilize HCS: microtubule stabilizers in HeLa cells, primary screen, imaging, high-content imaging; HeLa tubulin immunostaining HCS, 24 h; share of cells brighter than vehicle mean+2SD; % tubulin-high responders, % at 10 µM; 200,000 compounds, 0.83% hits;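 active = plate Z-score above 3 for both tubulin-high and condensed-nucleus cell shares, with cell loss under 80%, at 10 µM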;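 also: anti alpha tubulin signal scored within the nucleus-defined area of each cell; some results filed as inactive read as strong as hits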
Dynein cargo inh: inhibitors of GR-EGFP nuclear translocation, primary screen, dynein cargo transport inhibitor project, imaging, high-content, 3617.4 mouse cells | test concentration mostly 20 µM; stimulated with dexamethasone, 1 µM; active compounds read low | z-score, hits read low | 220,000 compounds, 0.47% hits | AID 1381, 2008;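 active = plate z-score of nuclear minus cytoplasmic receptor signal below a set negative limit, without overly bright fluorescence or cell loss, cut at about -3.5 in these data, passing the limit was not always enough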;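 also: z-score of nuclear minus cytoplasmic ring GR-EGFP intensity difference per well; some compounds called inactive have numbers as strong as hits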
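Also added: dexamethasone, 1.0 µM final. Medium: tet-free, stripped-serum medium. Detection: fixed, Hoechst-stained cells imaged at 10x for EGFP. Read-out: nuclear-to-cytoplasmic GR-EGFP distribution per well. Times: induction 48 h, compound 1 h, agonist 30 min.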
Autophagy HCS: autophagy modulators in MEF cells, primary screen, imaging, high-content, MEF GFP-LC3; MEF GFP-LC3 puncta imaging; test concentration mostly 10 µM; calls only at 10 µM (by protocol); 190,000 compounds, 0.98% hits;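 active = percentage of spot-positive cells more than 3 SD above its plate mean, without a fluorescence outlier flag or 80% toxicity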;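 also: spot-positive cell cutoff set from DMSO-treated cells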
UTI89 phage lysis: inhibition of K1F phage lysis, E. coli UTI89, bacterial capsule biogenesis inhibitors, alamar blue (AID 488966); E. coli UTI89 K1F phage lysis, alamar blue, 2 h; higher % means a stronger effect; one-dose inhibition, % at 100 µM; IC50 in µM for titrated hits; 340,000 compounds, 0.02% hits;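 active = phage lysis inhibition, versus mean bacterial control, above a set limit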;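 also: capsule biogenesis inhibitors block K1F phage lysis so surviving cells raise fluorescence; higher fluorescence means more inhibition of phage lysis; actives were called in the ten point dose series up to 300 µM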
P. falciparum M1AAP: P. falciparum M1AAP inhibitors, biochemical, fluorogenic H-Leu-NHMec substrate, 1536-well (AID 1445). Aminopeptidase N (Plasmodium falciparum (isolate 3D7)). recombinant M1AAP, H-Leu-NHMec fluorogenic kinetic assay; higher % means a stronger effect. one-dose inhibition, % at 30 µM; IC50 in µM for titrated hits. 220,000 compounds, 0.42% hits;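 active = primary inhibition above the hit cutoff, then over 50% inhibition at one or more dose response concentrations, cut at about 23% in these data, passing the limit was not always enough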;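 also: plate controls were DMSO full reaction for no effect and no enzyme background for full effect; strong numbers were not always called active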
bCat nuc transl: modulators of beta-catenin nuclear translocation, primary screen, imaging, HeLa cells, immunofluorescence, high-content; nuclear translocation activity, % at 5 µM; 190,000 compounds, 0.3% hits; AID 1665, 2009;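 active = nuclear translocation activity above 50% at 5 µM, with a well cell count of 50 or more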;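 also: per-cell ratio of nuclear to cytoplasmic median beta-catenin stain intensity; plate controls were DMSO negative control for no effect and GSK-3 inhibitor IX positive control for full effect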
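Signal – beta-catenin immunofluorescence imaging with DAPI · Test system – human HeLa cell line · Dosing – 5 µM primary single dose, 0.1% DMSO, 0.02–20 µM confirmation series · Measure – % activation, nuclear-to-cytoplasmic median beta-catenin signal ratio per cell · Incubation – 24 h compound exposure at 37°C, 5% CO2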
M17LAP inhibition: P. falciparum M17LAP inhibitors, primary screen, biochemical, fluorogenic H-Leu-NHMec substrate, 1536-well (AID 1619); Leucine aminopeptidase (Plasmodium falciparum (isolate 3D7)); inhibition, % at 30 µM, or IC50 in µM where a hit was titrated; 220,000 compounds, 0.38% hits; recombinant M17LAP, H-Leu-NHMec fluorogenic kinetic assay; higher % means a stronger effect;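 active = compound inhibiting the enzyme by more than half at any dose during confirmatory dose-response retesting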;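 also: plate controls were full reaction with DMSO carrier for no effect and no enzyme background for full effect; strong numbers were not always called active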
Dynein cargo inh cytoplasmic EGFP: further read-out of Dynein cargo inh, marked with its call; z-score; measured here: cytoplasmic GR-EGFP intensity; active compounds read high
Dynein cargo inh nuclear GR-EGFP: second read-out of Dynein cargo inh, no call of its own (marks repeat the call); z-score; measured here: nuclear GR-EGFP intensity;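 lower value marks the stronger effect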
Dynein cargo inh cell count: further read-out of Dynein cargo inh, marked with its call; z-score; measured here: cell count per field
Insulin prom up cell count: also measured in Insulin prom up; calls as there; cell count; measured here: cytotoxicity, nuclei count;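 total cells summed across four imaged fields per well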
bCat nuc transl cell count 5 µM: second read-out of bCat nuc transl, no call of its own (marks repeat the call); cell count; measured here: cell count, cytotoxicity flag
MT stabilize HCS Hoechst-high %: recorded beside MT stabilize HCS, whose call it bears; % Hoechst-high responders; measured here: nuclear condensation Hoechst responders;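 share of cells brighter than vehicle mean plus two SD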
MT stabilize HCS cytotoxicity %: recorded beside MT stabilize HCS, whose call it bears; toxicity, %; measured here: cytotoxicity by cell density;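 0% = mean cell density of plate MIN control wells and 100% = no cells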
Autophagy HCS cell loss 18 h: further read-out of Autophagy HCS, marked with its call; toxicity, %; measured here: cell loss, nuclei count;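 cell loss after 18 h compound exposure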
* hit, by the source's call; i = inactive; . = not tested or not shown.

SMILES | Insulin prom up | Insulin prom up cell count | CSM14.1 death rescue | MT stabilize HCS | MT stabilize HCS Hoechst-high % | MT stabilize HCS cytotoxicity % | Dynein cargo inh | Dynein cargo inh cytoplasmic EGFP | Dynein cargo inh nuclear GR-EGFP | Dynein cargo inh cell count | Autophagy HCS | Autophagy HCS cell loss 18 h | UTI89 phage lysis | P. falciparum M1AAP | bCat nuc transl | bCat nuc transl cell count 5 µM | M17LAP inhibition
Cc1c(NC(=O)c2cc(-c3ccccc3O)on2)c(=O)n(-c2ccccc2)n1C | 0.54 | 1097 | . | . | . | . | -0.845 | 1.25 | 0.391 | 0.605 | . | . | 0.0% | . | -0.5 | 1336 | .
CC(=O)c1c(C)nc(-c2ccc(Cl)cc2Cl)n1O | 0.87 | 1170 | 0.3% | 2.7 | 1.9 | 10.2 | 0.415 | -0.23 | 0.988 | -0.295 | i | 1.5 | 0.1% | 7.2% | 2.2 | 1104 | 1.4%
CC1CC(C)(C)NC(=S)N1CC(=O)N(C)Cc1ccccc1 (stereo unspecified) | -1.25 | 1374 | -1.3% | 2.3 | 1.3 | 4.8 | 0.474 | -0.263 | 0.304 | 0.0529 | i | 1.9 | -2.9% | -2.2% | 0.0 | 1152 | 9.5%
COc1ccc(C(=O)/C=C2/c3ccccc3CC(C)(C)N2C)cc1OC | 0.13 | 1369 | -2.4% | 4.6 | 3.3 | 5.8 | 0.289 | -0.217 | 0.207 | 0.197 | i | 0.6 | 8.5% | 7.7% | . | . | 4.9%
Cc1nnc(C)n1/N=C/c1cc(Br)cc(Br)c1O | . | . | -0.3% | 6.1 | 3.7 | 9.0 | 1.05 | 0.875 | 1.17 | -0.595 | i | 6.0 | -3.4% | -2.1% | -3.6 | 1223 | 2.8%
CNC(=S)NNC(=O)c1sc(-c2cc(C)on2)nc1C | -0.01 | 1085 | . | . | . | . | 2.4 | -0.271 | 0.969 | -1.4 | . | . | . | 1.3% | -0.3 | 1280 | -2.8%
O=C(CN1C(=O)c2ccccc2C1=O)NCC(=O)OCC(=O)c1ccc(Cl)cc1 | . | . | -4.1% | 2.1 | 2.5 | 3.9 | 0.0611 | -0.204 | 1.15 | -0.964 | i | 8.1 | -7.1% | 1.9% | 0.2 | 939 | 6.6%
Cc1cc(C)c(C(=O)/C=C/c2cccs2)c(=O)[nH]1 | 1.13 | 1210 | 0.0% | 1.8 | 2.3 | 10.4 | -0.869 | 0.514 | -0.393 | -0.989 | i | -2.5 | 0.0% | 11.5% | 0.6 | 1099 | 1.5%
CSc1ccc(NC(=O)Nc2ccccc2C(N)=O)cc1 | 0.07 | 1290 | . | . | . | . | 0.0997 | -0.21 | 0.0374 | 0.273 | . | . | 0.2% | 1.1% | -4.3 | 1202 | 4.4%
CCOC(=O)c1c(-c2cccs2)csc1NC(=O)CC(C)C | 0.54 | 844 | 7.2% | 1.1 | 0.7 | 9.6 | 0.348 | -0.312 | 0.218 | 0.45 | i | 3.1 | -0.9% | 4.6% | 1.8 | 1089 | 7.2%
CCCCN(CCCC)CC(O)COc1ccccc1C(=O)Nc1ccccc1 (stereo unspecified) | -2.8 | 973 | -1.8% | 2.3 | 3.7 | 7.9 | -0.327 | -0.137 | 0.136 | -0.375 | i | 15.2 | 0.2% | 1.9% | 1.0 | 1443 | -1.7%
CN(C)S(=O)(=O)N(CC(=O)N1CCN(c2ccccc2)CC1)c1ccccc1 | -0.05 | 1487 | -1.9% | 2.8 | 2.2 | 4.3 | 0.37 | -0.336 | 0.306 | 0.364 | i | -2.3 | 0.8% | -5.6% | 0.8 | 1130 | 3.4%
O=C(NCc1ccncc1)c1cc(C(=O)C2CC2)c[nH]1 | 0.39 | 1131 | -0.9% | 2.2 | 1.3 | 1.0 | 0.799 | -0.363 | 0.563 | -0.319 | i | 0.3 | -0.1% | 1.4% | -3.1 | 1091 | -5.0%
O=C1c2cccc3cccc(c23)C(=O)N1c1ccncc1 | 0.74 | 1239 | 1.5% | 4.9 | 2.0 | 3.4 | -0.819 | -0.284 | -0.636 | 1.04 | i | -7.0 | 0.7% | 5.2% | -2.1 | 1240 | -3.7%
O=C(Cn1nnc2ccccc21)OCC(=O)c1ccccc1 | -0.11 | 1145 | -1.3% | 3.6 | 2.9 | 6.1 | 0.656 | -0.232 | 0.276 | 0.234 | i | -2.7 | -0.1% | 2.4% | -1.2 | 1154 | 7.8%
CC1(C)c2ssc(=S)c2-c2ccccc2N1C(=O)c1ccco1 | . | . | -0.7% | 8.3 | 7.6 | 9.8 | -1.27 | 0.214 | -0.459 | 0.838 | i | -3.3 | -0.2% | 3.3% | -1.8 | 922 | 3.8%
O=C(Nc1nc(-c2ccccc2)cs1)c1ccc2c(=O)n3c(nc2c1)CCCCC3 | -0.45 | 1397 | 6.6% | 4.1 | 2.3 | 10.1 | -0.45 | -0.222 | 0.00056 | 1.3 | i | 19.4 | 0.1% | -0.9% | 0.0 | 1140 | 6.6%
CC1(C(=O)Nc2cccc3ccccc23)CC1(Br)Br (stereo unspecified) | -0.04 | 1088 | . | . | . | . | -0.425 | -0.238 | -0.204 | 0.775 | . | . | 0.2% | -2.8% | -0.3 | 1411 | 1.9%
CC(C)(C)C(=O)NC(=S)Nc1ccccc1F | 0.49 | 1524 | -2.1% | 1.9 | 1.6 | 7.4 | -0.273 | -0.197 | -0.241 | 0.0934 | i | 11.5 | 0.9% | 3.8% | 2.0 | 1385 | -2.2%
O=C1N=C(N2CCN(c3ccccc3)CC2)S/C1=C\c1ccco1 | 1.56 | 1183 | -0.9% | 2.2 | 1.6 | 8.2 | -0.365 | -0.349 | -0.471 | 1.24 | i | 5.6 | 0.1% | 14.0% | -3.8 | 1071 | 6.3%
OCCN1CCN(CCSc2ccccc2)CC1 | 0.99 | 1087 | -2.1% | 1.4 | 1.1 | 3.6 | -0.229 | -0.14 | -0.0892 | 0.485 | i | -12.1 | 0.2% | -2.7% | -0.1 | 1218 | -9.4%
O=C(CNCc1ccco1)Nc1ccc(N2CCCCCC2)cc1 | -0.78 | 1330 | -1.0% | 3.6 | 0.8 | 8.1 | -0.309 | -0.343 | -0.684 | 0.7 | i | 3.8 | 0.1% | 8.2% | 0.0 | 1090 | 12.9%
O=C1CCCC2=C1C(c1ccncc1)c1c(nc(SCc3ccccc3Cl)[nH]c1=O)N2 (stereo unspecified) | 0.94 | 1213 | -3.5% | 4.9 | 2.3 | 5.4 | 1.92 | 0.204 | 1.44 | -2.71 | i | -3.5 | 0.5% | 9.9% | 0.5 | 897 | -9.5%
CN(Cc1ccno1)Cc1cn(C)nc1-c1ccc(Oc2ccccc2)cc1 | -0.47 | 1452 | 5.2% | 4.1 | 2.7 | 5.8 | 0.431 | -0.218 | 0.0135 | -0.0648 | i | -21.8 | 0.0% | -3.7% | 0.2 | 983 | 3.0%
CN(C)c1ccc(/C=C/c2nnnn2-c2ccccc2)cc1 | -0.57 | 1319 | -1.7% | 3.7 | 1.9 | 0.9 | -0.301 | -0.259 | 0.00805 | 1.22 | i | 5.9 | 0.2% | 8.7% | -1.7 | 803 | 0.1%
CCOC(=O)/C(C#N)=C/c1cn(CCC(=O)O)nc1-c1ccc(OC)cc1 | -0.08 | 1421 | -0.3% | 1.9 | 2.3 | 4.9 | -0.771 | -0.16 | -0.45 | -0.979 | i | -1.3 | -0.4% | 15.2% | -1.1 | 1143 | 39.5%
CCCCC#Cc1ccc2c(c1)COc1c3ccccc3nn1-2 | -1.62 | 938 | . | . | . | . | -0.821 | -0.793 | -0.231 | 0.433 | . | . | 1.2% | 3.2% | 0.3 | 1172 | 17.6%
O=c1ccnc(SCc2ccccc2Cl)[nH]1 | -0.15 | 1243 | 2.7% | 3.7 | 2.2 | 5.0 | -0.473 | -0.214 | -0.171 | 0.178 | i | 1.7 | 0.5% | 7.2% | -0.6 | 1167 | 6.9%
CC(c1ccco1)N(C(=O)c1ccc(S(=O)(=O)N2CCCCC2)cc1)c1ccccn1 (stereo unspecified) | 2.31 | 1197 | . | 3.6 | 1.1 | 4.3 | -1.11 | -0.224 | -0.871 | -0.328 | i | -7.3 | -1.4% | 8.2% | -0.9 | 986 | -4.2%
C#CCOCCOCCOCCNc1nc(N2CCN(C(=O)C([C@@H](C)CC)n3cc(C(N)CO)nn3)CC2)nc(N2CCN(C(=O)[C@H](CCC(=O)O)n3cc(C(N)Cc4ccc(O)cc4)nn3)CC2)n1 (stereo partly specified) | . | . | . | . | . | . | -0.417 | -0.694 | -0.298 | 0.607 | . | . | . | -7.5% | -1.3 | 1241 | -1.2%
